Furin inh – human furin inhibitors, primary screen, biochemical, fluorescence intensity. P09958. purified furin, fluorogenic substrate cleavage. inhibition, % at 30 µM. 0.061% of 220,000 active. AID 463115, 2010; in the data active = inhibition above about 25%; also: inactives centre near -15
FXIa inh 1536 – human FXIa protease inhibitors, primary screen, biochemical, 1536-well; Coagulation factor XI (Homo sapiens), P03951; AID 798, 2007; inhibition, % at 5 µM; purified FXIa, Boc-Glu-Ala-Arg-AMC fluorogenic substrate; 0.14% of 220,000 active;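 active = inhibition of at least 40%; inactive = inhibition below 40%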;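 also: fluorescence of freed AMC excited at 355 nm; 0% = enzyme without compound and 100% = no enzyme blank; many of its hits are not listed in these tables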
PERK inhibitor – block of dimerizer-induced PERK translation repression, primary screen, PERK inhibitor project, CHO PERK-DD cells, SEAP luminescence, HTS. Eukaryotic translation initiation factor 2-alpha kinase 3 (Homo sapiens), Q9NZJ5. CHO PERK-DD fusion, SEAP luminescence translation reporter. inhibition, % at 5.6 µM. 0.17% of 220,000 active;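 active = inhibition above the mean inhibition of all tested compounds plus 3 SD, set separately per screening campaign, cut at about 2.9% in these data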;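 also: PERK kinase domain activated by AP20187 dimerizer at 100 nM; 0% = DMSO with dimerizer and 100% = rapamycin at 8.4 µM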
Rad51 HR inh – human RAD51 strand exchange inhibitors, primary screen, biochemical, fluorescence. hRad51 DNA strand exchange, fluorescence dequenching. 0.085% of 200,000 active. AID 1385, 2008. inhibition, % at 10 µM;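 active = inhibition above 40% at the single screening dose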;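 also: 0% = DMSO control wells and 100% = blanks with heterologous ssDNA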
Target sequence (Q06609 whole entry, looked up): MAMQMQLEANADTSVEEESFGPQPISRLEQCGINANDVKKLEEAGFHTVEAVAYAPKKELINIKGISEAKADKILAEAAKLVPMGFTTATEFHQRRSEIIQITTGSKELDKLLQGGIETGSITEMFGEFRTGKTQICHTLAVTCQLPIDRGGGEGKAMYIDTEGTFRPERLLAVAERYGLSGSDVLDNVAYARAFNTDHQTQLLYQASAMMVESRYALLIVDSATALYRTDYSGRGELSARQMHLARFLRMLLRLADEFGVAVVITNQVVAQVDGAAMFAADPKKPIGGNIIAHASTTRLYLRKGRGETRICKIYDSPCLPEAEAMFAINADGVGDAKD
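Material: hRad51 filaments on single-stranded DNA; Reagent: Donor/quencher-labelled 47-bp dsDNA substrate; Compound: 10 µM final, single point; Schedule: 37 °C 15-min filament assembly, 30-min compound preincubation, 15-min exchange; Technique: FRET fluorescence, excitation 485 nm, emission 520 nm; Benchmarks: control wells and blank wells on each plate.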
hK5 inh – human KLK5 protease inhibitors, primary screen, biochemical, 1536-well; Kallikrein-5 (Homo sapiens), Q9Y337; recombinant hK5, fluorogenic AMC substrate cleavage; inhibition, % at 5 µM; 0.59% of 210,000 active;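 active = inhibition of 40% or more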;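 also: 0% = enzyme controls without compound and 100% = no-enzyme blanks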
Target sequence (Q9Y337 67-293 limits assumed): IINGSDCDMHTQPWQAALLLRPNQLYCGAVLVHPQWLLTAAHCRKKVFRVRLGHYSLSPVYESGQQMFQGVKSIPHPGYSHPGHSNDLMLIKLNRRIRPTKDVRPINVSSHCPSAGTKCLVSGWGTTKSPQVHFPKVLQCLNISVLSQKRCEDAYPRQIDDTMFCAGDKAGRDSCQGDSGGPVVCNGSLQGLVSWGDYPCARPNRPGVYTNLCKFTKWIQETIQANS
Thrombin inh – human alpha-thrombin inhibitors, primary screen, counter-screen for coagulation protease inhibitor project, biochemical, 1536-well, fluorogenic AMC substrate | AID 1046, 2008 | Prothrombin (Homo sapiens), P00734 | Boc-VPR-AMC fluorogenic substrate cleavage | inhibition, % at 5 µM | 0.26% of 220,000 active;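 active = inhibition at or above 40%; inactive = inhibition below 40%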;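 also: 0% = enzyme with no compound and 100% = wells without enzyme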
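Material: human alpha-thrombin enzyme / Medium: pH 7.5 Tris (50 mM) with NaCl 150 mM, Tween 20 0.05% / Compound: single-point dosing at 5 µM, 0.2% DMSO / Incubation: enzyme reaction carried out at room temperature / Detection: AMC fluorescence, 355/460 nm / Read-out basis: percent inhibition scaled between no-compound controls and no-enzyme blanks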
KCC2 mod – KCC2 cotransporter modulators, thallium flux, primary screen, cell-based, HEK293 KCC2, FluoZin-2 fluorescence, MLSMR; Solute carrier family 12 member 5 (Homo sapiens), Q9H2X9; KCC2 cells, thallium flux FluoZin-2 fluorescence; B-score of Tl+ flux slope (higher = more flux/activation; lower = inhibition) at 10 µM; 2.2% of 190,000 active;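 active = thallium flux slope and its plate-corrected score both differing from the plate sample mean at a set confidence after two filtering rounds, in either direction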;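 also: slope of fluorescence scaled to starting intensity during 10 to 20 s after thallium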
m-calpain inh – inhibitors of pig calpain II, primary screen, biochemical, fluorogenic peptide substrate, 1536-well | purified calpain II, 30 min | inhibition, % at 16 µM | 0.37% of 220,000 active;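 active = inhibition above about 50%, limit read from the data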
FXIIa inh – human FXIIa protease inhibitors, primary screen, biochemical, 1536-well; inhibition, % at 5 µM; Coagulation factor XII (Homo sapiens), P00748; 0.3% of 220,000 active; purified FXIIa, Boc-QGR-AMC fluorogenic substrate, 2 h; AID 800, 2007; in the data active = inhibition above about 40%;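 also: 0% = enzyme with no compound and 100% = blank without enzyme; many of its hits are not listed in these tables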
* marks the source's active call; other numbers are inactive results; · = not tested or not shown; [ ] = dose if it differs, or a comment. The list is partial (hit frequency here may not be typical).

Sample of the layout, four compounds:
SMILES	Furin inh	FXIa inh 1536	PERK inhibitor	Rad51 HR inh	hK5 inh	Thrombin inh	KCC2 mod	m-calpain inh	FXIIa inh
O=C(CSc1cccc2cccnc12)N1CCCC1	-15	0	1.0	3	-16	0	22*	-334	16
CCOc1ncccc1C(=O)Nc1nnc(C(CC)CC)s1	-26	-3	-0.3	4	-1	-8	-0.003	-6	8
O=C(NC1CCCCC1)c1cc(Cl)ccc1[N+](=O)[O-]	-18	-3	0.5	4	-5	-6	1.2	-4	-5
NC(=S)N=Nc1c(O)n(CCCl)c2ccc(Cl)cc12	-19	-21	0.2	-8	5	5	16*	-21	11

The listing, from the start:
SMILES	Furin inh	FXIa inh 1536	PERK inhibitor	Rad51 HR inh	hK5 inh	Thrombin inh	KCC2 mod	m-calpain inh	FXIIa inh
O=C(CSc1cccc2cccnc12)N1CCCC1	-15	0	1.0	3	-16	0	22*	-334	16
CCOc1ncccc1C(=O)Nc1nnc(C(CC)CC)s1	-26	-3	-0.3	4	-1	-8	-0.003	-6	8
O=C(NC1CCCCC1)c1cc(Cl)ccc1[N+](=O)[O-]	-18	-3	0.5	4	-5	-6	1.2	-4	-5
NC(=S)N=Nc1c(O)n(CCCl)c2ccc(Cl)cc12	-19	-21	0.2	-8	5	5	16*	-21	11
O=C(Cn1cc(C(F)(F)F)cc(Cl)c1=O)NCCc1ccc(Cl)cc1Cl	-17	1	1.1	8	1	1	-0.22	-10	8
O=C(COc1cc(Cl)c(Cl)cc1Cl)Nn1cnnc1	-22[20 µM]	-5	0.1	-4	23	-8	-0.36	18	-12
COc1cccc(-n2c(SCC(=O)NC3CCCC3)nnc2-c2ccco2)c1	-12[20 µM]	5	-1.6	8	-6	-1	-0.42	-2	11
Cc1cccc(NC(=O)N(Cc2cc3cc(C)ccc3[nH]c2=O)CC2COCCO2)c1 (stereo unspecified)	-4	-5	-0.5	0	-1	-3	-0.29	-26	6
CCOC(=O)c1ccccc1NC1c2ccccc2C(=O)N1c1cc(C)ccn1 (stereo unspecified)	-6	6	-0.2	-2	-4	2	·	24	11
CCOc1c2c(nc3ccc(Cl)cc13)CCC2	-16	2	0.0	1	0	1	·	-15	10
O=C(NCCCN1CCCC1=O)c1cccc(C(F)(F)F)c1	-26[20 µM]	-9	-0.3	10	-12	-15	-0.31	3	10
CCCSc1nnc2n(C)c(=O)c3c4c(sc3n12)CCC4	-5	2	-0.7	-6	-1	9	-0.38	15	-3
CCN(CCO)Cc1cc(=O)oc2cc3c(cc12)CCC3	-37	2	1.6	·	-15	-2	-0.4	-23	3
COc1ccccc1-n1c(CNC(=O)c2ccccc2)nnc1SCC(=O)Nc1nnc(C)s1	-1	3	0.2	-6	4	1	-0.2	-11	10
NC(=S)c1ccc(C(N)=S)o1	-1	9	1.5	6	0	4	-1.1	13	8
Cc1ccc(CSc2ncnc3c2cnn3Cc2ccccc2)cc1	-18[20 µM]	1	0.1	-4	-13	-12	0.18	-37	3
O=C(Oc1ccc(-n2cnnn2)cc1)c1ccccc1	-22	-2	0.7	-3	4	-3	-0.7	0	5
CCn1c(C)nc2c(C)[n+](CC(=O)c3ccc(Br)cc3)ccc21	-15	-9	0.3	16	-3	-17	-0.09	-21	2
O=C1NCCN/C1=C\C(=O)c1cccc(Br)c1	-6	4	1.1	-12	5	5	-0.3	8	15
CN(c1cccc(NC(=O)CN(c2cccc(Cl)c2)S(=O)(=O)c2ccccc2)c1)S(C)(=O)=O	-13	4	-0.5	-1	-10	-8	-2.9	11	11
COc1cc(C2SC(C)C(=O)N2CCc2ccccc2)cc(OC)c1OC (stereo unspecified)	-7	9	0.8	2	-17	-1	-0.089	23	1
CCCSc1nnc(NC(=O)Nc2ccccc2)s1	-11	8	1.2	3	-5	0	-0.34	-3	1
CCSc1nc(N)nc(-c2cccs2)c1C#N	-8[20 µM]	1	0.7	3	-1	4	-1.9	42	24
CCOC(=O)N1CCN(C(=O)C(=O)NNC(=O)COc2ccc(Cl)cc2)CC1	-21	17	0.9	-2	4	7	0.0041	-1	7
COc1cc2[nH]c3c(=O)n4c(nc3c2cc1OC)SCCC4	-12	-1	0.1	·	·	-5	-0.89	-55	5
COc1ccc(C(=O)OCC2CC(c3ccccc3)=NO2)cc1OC (stereo unspecified)	-21	-3	1.9	3	-5	2	-1.1	-4	4
O=C(Nc1ccc(F)cc1)C(Cc1ccccc1)n1cccc1 (stereo unspecified)	-16	-2	0.5	·	-2	-6	-0.36	5	8
Cc1noc(C)c1COc1cccc(C(=O)NCc2cccc(Cl)c2)c1	-14[20 µM]	2	0.2	7	3	20	-0.87	8	16
COc1ccc(N2CCN(S(=O)(=O)c3cccs3)CC2)cc1	0[20 µM]	-13	0.5	4	-8	-5	-0.87	-36	5
O=C(c1ccc(NC(=O)C2(c3ccccc3)CCCC2)cc1)N1CCOCC1	-15	4	0.5	·	2	-1	0.61	26	11
COc1ccccc1NC(=O)Cn1nc(Cc2cccnc2)c2ccccc2c1=O	-18	4	-1.2	2	3	3	0.52	8	10
CC(C)C1CC(CCN)(Cc2ccccc2)CCO1 (stereo unspecified)	-32	-5	0.5	2	-6	-9	-0.32	-6	1
Cc1cccc(Nc2ncnc(N)c2[N+](=O)[O-])n1	-22	0	0.0	5	4	-1	0.069	-9	7
c1ccc(-n2ncc3c(NCc4cccs4)ncnc32)cc1	-17	-12	-0.6	-4	-22	6	-0.84	64*	-7
CN(C)C(=O)CSc1nnc([C@H](Cc2c[nH]c3ccccc23)NC(=O)OC(C)(C)C)o1	·	0	·	-4	-10	-8	·	-6	5
CCN(CC)CCCN=Cc1c(O)n(-c2ccccc2C)c(=O)c2ccccc12	-5	-9	0.1	2	7	-1	1.1	-7	9
CCC(C)NC(=O)C(=O)NC1CCCC1 (stereo unspecified)	-9	5	0.1	·	-5	0	0.92	-8	11
CC1=C(C)C(=O)N(CCC(=O)O)C1=O	-13	-20	1.2	-7	10	-3	-0.29	-4	12
COCCNCCCOc1ccc(Cl)cc1Br	-18	-3	-0.3	·	0	0	0.26	-13	4
CCC1CCCCN1Cc1ccc(OC)c(C)c1C (stereo unspecified)	-15[20 µM]	-10	-1.1	·	-25	-4	·	0	1
O=C(NCc1ccco1)C(=O)NCC(c1ccco1)N1CCOCC1 (stereo unspecified)	-19	-7	0.6	8	-23	-5	-1	-15	-10
Cn1c(=O)oc2cc(S(=O)(=O)N3CCCC(C(=O)Nc4nccs4)C3)ccc21 (stereo unspecified)	-11	-2	0.6	·	-4	-4	-0.94	-12	15
CC(C)CC(=O)N1CCC(O)(CS(=O)(=O)Cc2ccc(Cl)cc2)CC1	-3[20 µM]	-8	2.3	-1	2	-5	·	-8	10
O=C1N(CC(=O)N2CCc3ccccc32)CCN1Cc1ccccc1Cl	-15[20 µM]	-2	-1.4	7	-24	3	-2	-17	5
CCCCCCNc1cc2n(c(=O)n1)CCc1cc(OC)c(OC)cc1-2	-237	5	-0.7	-7	-17	4	-0.93	-181	15
CON(C)c1nc(Oc2ccc(=O)[nH]n2)nc(N(C)C)n1	-19[20 µM]	4	0.6	-1	-16	-6	1.3	-6	-5
Cc1cc(NC(=O)CSc2nnnn2Cc2ccccc2)no1	-16[20 µM]	-3	-1.0	5	-20	-2	-0.34	-9	6
CCn1c(COc2ccc(OC)cc2)nnc1SCC(=O)Nc1cc(OC)ccc1OC	-16[20 µM]	1	0.0	-4	1	-4	0.19	-5	4
O=C(OCCC1Oc2cccnc2NC1=O)c1ccc(Cl)cc1 (stereo unspecified)	-26	-4	1.8	0	-19	-1	-1.8	12	-1
COc1ccc(-n2c(C)n[nH]c2=O)cc1OC	-9[20 µM]	2	1.1	-1	-11	-1	·	3	15
O=C1c2ccccc2NC(c2cn[nH]c2-c2ccc(Cl)cc2)N1O (stereo unspecified)	-21	-5	-0.6	·	-15	-5	1.1	15	2
CCCCNC(=O)c1ccccc1NC(=O)CCC	-18	-3	0.4	-8	7	1	-0.43	-14	3
O=[N+]([O-])c1cc(S(=O)(=O)CCCN2CCOCC2)ccc1F	-19	-5	1.8	4	-8	0	0.023	-9	-2
COc1ccc(CNC(=O)/C=C/c2ccc(OCCCF)cc2)cc1OC	2[20 µM]	0	1.0	11	-13	1	0.27	-9	6
O=C(O)C1CCN(C(=O)c2ccc(Cl)cc2)CC1	-21[20 µM]	3	0.2	12	-1	3	-0.35	-12	16
CCOC(=O)c1c2n(c3ccc(OC(C)=O)cc13)CCC2	-20	-4	0.9	-5	-12	-5	-0.33	8	0
COc1ccc(CNC(=O)COC(=O)c2c[nH]c(=O)[nH]c2=O)cc1OC	-20	-4	0.8	9	-28	-11	0.52	-17	6
CN(C)CCNc1nc(S(=O)(=O)c2ccccc2)c(Cl)s1	-21	1	0.0	12	1	-8	-0.24	-11	6
CCOC(=O)C1=C(CN2CCOCC2)NC(=O)NC1c1cccc([N+](=O)[O-])c1 (stereo unspecified)	-34	0	0.9	3	-1	0	-0.7	-30	14
Nc1cc(-c2ccc(Br)cc2)[nH]n1	-7	-9	-0.7	·	8	-3	1.5	32	-1

Further records
SMILES	Furin inh	FXIa inh 1536	PERK inhibitor	Rad51 HR inh	hK5 inh	Thrombin inh	KCC2 mod	m-calpain inh	FXIIa inh
CCOC(=O)N1CCN(S(=O)(=O)c2cc(OCC(N)=O)c(C)cc2Cl)CC1	-22[20 µM]	-1	0.1	-6	-1	-2	·	7	12
COCCn1c(=S)[nH]c2ccccc21	-28	-1	0.5	5	2	-2	0.89	-29	10
CCN(CC)C(=O)C1CCCN(Cc2ccc3c(c2)OCO3)C1 (stereo unspecified)	-10[20 µM]	-1	-0.6	6	-25	-14	1.8	-15	-1
CNc1nc(-c2ccc3c(c2)CCN3C(=O)c2ccccc2F)cs1	-19	-5	-0.6	5	-5	-13	-4.3*	-25	4
Cc1onc(-c2ccccc2)c1C(=O)N1CCN(c2ncccn2)CC1	-10	3	0.1	-3	12	-3	-0.51	-6	15
CC1=C(C(=O)N2CCCCC2)C(c2cccs2)NC(=O)N1 (stereo unspecified)	-9	-3	0.0	0	11	-8	·	2	3
CN(CCOc1ccccc1)CC(=O)Nc1ccc(S(=O)(=O)N2CCCC2)cc1	-17	1	-1.3	14	-1	-3	·	-11	5
COc1ccc(CNC(=O)CSc2nc3cccnc3s2)cc1	-12	1	1.5	8	-1	-3	·	-9	6
Cc1onc(-c2ccccc2)c1CNC(=O)C1COc2ccccc2O1 (stereo unspecified)	-9	-1	-1.6	-4	-4	-2	·	18	6
Cc1ccc[n+](C(C)C(=O)c2ccc(-c3ccccc3)cc2)c1 (stereo unspecified)	-7	8	0.4	4	-13	-1	-2.3	-4	10

From PubChem BioAssay
